Screens: PubChem, several laboratories
PG9 Ab binder = binders of HIV-1 gp120 antibody PG9, primary screen, biochemical, TR-FRET; HIV-1 gp120 / PG9 antibody interaction; TR-FRET gp120-PG9 antibody binding; inhibition, % at 6.7 µM; 360,000 compounds, 0.43% hits; in the data active = inhibition above about 8.5%
GC-B act = human GC-B receptor activators, primary screen, HEK293 GC-B cells, cGMP TR-FRET, EC30 CNP | 0% at EC30 CNP, 100% saturating CNP | activation, % at 10 µM | 370,000 compounds, 0.11% hits;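 active = activation at 10 µM reaching about 35% in either raw or pattern-adjusted values, limit read from the data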
ARFGAP1 inh = inhibitors of rat ARFGAP1 GAP activity, primary screen, biochemical, fluorescence polarization, GDP tracer; Arfgap1-stimulated ARF1 GTP hydrolysis, GDP FP detection; ADP-ribosylation factor GTPase-activating protein 1 (Rattus norvegicus), Q62848; inhibition, % at 16.5 µM; 360,000 compounds, 0.26% hits;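 active = inhibition above a per-plate limit, mean inhibition of low control wells plus 3 SD, cut at about 25% in these data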;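 also: 0% = DMSO wells with enzyme and 100% = wells lacking Arfgap1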
Target sequence (Q62848 1-136 limits assumed): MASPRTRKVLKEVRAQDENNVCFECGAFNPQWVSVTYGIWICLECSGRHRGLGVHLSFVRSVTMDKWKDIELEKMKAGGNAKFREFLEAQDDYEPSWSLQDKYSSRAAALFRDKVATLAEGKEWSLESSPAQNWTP
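Material: rat Arfgap1 GAP domain (His6, aa 1-136), purified enzyme. Also added: human ARF1(Δ1-17)-GTP substrate. Compound dosing: 16.5 µM single point, 1.26% DMSO. Timing: enzyme reaction 120 min at 25 °C after 20 min preincubation. Signal: GDP detection by fluorescence polarization. Read-out basis: percent inhibition of GAP-stimulated GDP formation, scaled between DMSO and no-Arfgap1 medians.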
GC-A act = GC-A stimulated cGMP production enhancers – HEK293 GC-A cells, cGMP TR-FRET, EC30 ANP, primary screen; Atrial natriuretic peptide receptor 1 (Homo sapiens), P16066; 0% at EC30 ANP, 100% saturating ANP; activation, % at 10 µM; 370,000 compounds, 0.14% hits; AID 1671463, 2021; in the data active = activation above about 40%
Rev-erbA mod = modulators of Rev-erb alpha DNA binding, primary screen, biochemical, FITC-DNA, fluorescence polarization, uHTS; Rev-erbα–FITC-DNA binding, 90 min; AID 1259318, 2017; 370,000 compounds, 0.79% hits; activity, % at 10 µM; Nuclear receptor subfamily 1 group D member 1 (Homo sapiens), P20393;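 active = activity above about 14%, limit read from the data; passing the limit was not always enough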;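 also: 0% = DMSO wells with 35 nM protein and 100% = DMSO wells with 750 nM protein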
ASAP1 inh = inhibitors of human ASAP1 ArfGAP activity, primary screen, biochemical, fluorescence polarization | Arf-GAP with SH3 domain, ANK repeat and PH domain-containing protein 1 (Homo sapiens), … | ASAP1-stimulated ARF1 GTP hydrolysis, GDP FP detection | inhibition, % at 16.5 µM | 360,000 compounds, 0.19% hits; in the data active = inhibition above about 25%;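 also: 0% = vehicle with enzyme and substrate and 100% = no enzyme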
SMARCA2 act = SMARCA2 (BRM) function activators, primary screen, cell-based, luminescence, high throughput | activation, % at 9.1 µM | MG213 cells, MMTV-luciferase reporter, dexamethasone, overnight | AID 652017, 2013 | 370,000 compounds, 1% hits; in the data active = activation above about 7.8%;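 also: 0% = vehicle wells and 100% = reference activator wells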
rCAG RNA binder = binders of r(CAG) RNA repeats, primary screen, biochemical, fluorescence; r(CAG) RNA repeat, TO-PRO-1 dye displacement fluorescence; AID 651821, 2012; 370,000 compounds, 1.3% hits; inhibition, % at 3 µM;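 active = inhibition above the plate cutoff, the mean of all test compounds on that plate plus 3 SD, cut at about 35% in these data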;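 also: 0% = DMSO alone and 100% = 100 µM mitoxantrone as full dye displacement; higher means more dye released from RNA so lower well fluorescence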
ABHD4 inh = ABHD4 inhibitors, primary screen, biochemical, fluorescence polarization, mouse; (Lyso)-N-acylphosphatidylethanolamine lipase (Mus musculus), Q8VD66; purified mABHD4, FP-Rh probe fluorescence polarization; inhibition, % at 8.92 µM; 370,000 compounds, 0.54% hits;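 active = inhibition exceeding the mean over every tested compound plus 3 SD, cut at about 30% in these data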;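 also: 0% = plate median of compound wells and 100% = S159A mutant with DMSO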
Target sequence (Q8VD66 whole entry, looked up): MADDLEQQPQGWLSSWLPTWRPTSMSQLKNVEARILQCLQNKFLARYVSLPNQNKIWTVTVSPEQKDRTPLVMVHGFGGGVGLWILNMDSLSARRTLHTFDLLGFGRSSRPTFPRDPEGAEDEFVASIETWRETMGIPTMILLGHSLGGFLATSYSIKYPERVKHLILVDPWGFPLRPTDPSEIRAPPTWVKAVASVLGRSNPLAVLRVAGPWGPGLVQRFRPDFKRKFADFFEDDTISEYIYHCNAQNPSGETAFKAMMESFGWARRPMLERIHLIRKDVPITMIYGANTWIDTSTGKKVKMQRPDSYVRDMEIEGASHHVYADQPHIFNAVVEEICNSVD
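System: mouse ABHD4 enzyme, wild type / Medium: HEPES pH 7.0, NaCl, Pluronic buffer / Reagent: FP-Rh activity-based fluorescent probe / Control set: S159A mutant high control, sample median low control / Detection: fluorescence polarization with parallel and perpendicular emission, 525/598 nm / Schedule: 45 min + 60 min at 25 °C / Compound dosing: 8.92 µM, single dose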
HTRA1 inh = HTRA1 serine protease inhibitors, primary screen, biochemical, fluorescence polarization, HTS. Q92743. recombinant HTRA1, FP-rhodamine activity-based probe. inhibition, % at 5.96 µM. 340,000 compounds, 0.5% hits. AID 504803, 2011; in the data active = inhibition above about 36%;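 also: 0% = enzyme with DMSO and 100% = wells lacking enzyme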
Target sequence (Q92743 whole entry, looked up): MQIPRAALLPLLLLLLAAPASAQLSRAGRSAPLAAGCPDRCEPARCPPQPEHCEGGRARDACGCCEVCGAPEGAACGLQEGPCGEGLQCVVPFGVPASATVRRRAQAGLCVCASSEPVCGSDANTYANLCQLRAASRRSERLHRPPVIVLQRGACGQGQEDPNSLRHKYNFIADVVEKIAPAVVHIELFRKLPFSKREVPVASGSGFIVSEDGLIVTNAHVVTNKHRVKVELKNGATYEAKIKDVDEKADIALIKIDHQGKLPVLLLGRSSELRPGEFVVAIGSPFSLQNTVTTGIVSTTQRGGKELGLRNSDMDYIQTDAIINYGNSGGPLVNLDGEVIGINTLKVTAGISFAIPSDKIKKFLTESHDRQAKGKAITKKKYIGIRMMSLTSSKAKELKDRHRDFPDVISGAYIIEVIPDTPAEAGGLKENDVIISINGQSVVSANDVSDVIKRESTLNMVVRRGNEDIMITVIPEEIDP
Numbers without * were called inactive; nt = no result given; & = joins results of further samples.

SMILES	PG9 Ab binder	GC-B act	ARFGAP1 inh	GC-A act	Rev-erbA mod	ASAP1 inh	SMARCA2 act	rCAG RNA binder	ABHD4 inh	HTRA1 inh
COc1ccc(-c2noc(-c3ccccc3C(=O)Nc3cccnc3)n2)cc1OC	0.1	1	3	-1	5	3	2	5	5	-6
Cc1sc2nc(CN(Cc3cccs3)C(=O)NC3CCCCC3)[nH]c(=O)c2c1C	-3.3	0	0	-5	2	4	-2	-3	3	-50
COc1ccccc1NC(=O)NNC(=O)c1ccc2c(c1)NC(=O)C(C)(C)O2	-0.3	-1	0	-1	-4	7	-2	-2	3	5
C=C(C)CSc1nc(N)cc(=O)[nH]1	-1.5	8	12	0	-4	-6	-1	0	-6	2
Cc1cc(C(=O)COc2ccccc2Cl)c(C)n1-c1ccc2c(c1)OCO2	-1.2	2	6	12	3	3	0	0	-14	-18
CCOC(=O)NC(c1cccc(Cl)c1)C1CCCCCC1=O (configuration not stated)	-1.9	-11	5	-17	-6	9	2	1	2	-2
COc1ccc(NC(=O)c2cc3n(n2)C(C(F)(F)F)CC(c2ccco2)N3)cc1 (configuration not stated)	-0.2	-6	7	2	-3	5	2	0	0	-14
OCCc1ccccc1	0.5	-5	5	4	-2&3	8	-3	1	-1	nt
Cc1cccc(NC(=O)CSc2nnc(-c3ccco3)o2)c1C	-3.1	3	5	4	5	-6	1	-1	2	4
Cc1cc(C)c(NC(=O)CN)c(C)c1	-1.7	5	4	0	4	4	-1	0	-9	3
CC1CCCC(N2CCN(C(=O)c3cccc(F)c3)CC2)C1 (configuration not stated)	-1.2	-1	9	1	0	-2	2	-7	3	1
O=[N+]([O-])c1ccc(Nc2ccccc2F)nc1	1.2	-4	0	3	10	-5	4	0	-2	-7
O=C(OCCN1CCN(C2CN(Cc3cn(Cc4ccc([N+](=O)[O-])cc4)nn3)S(=O)(=O)C2)CC1)c1cc2ccccc2o1 (configuration not stated)	nt	2	nt	-2	0	nt	0	0	8	nt
CC1CCN(C(=O)CCNC(=O)c2ccccc2Cl)CC1	-3.4	0	6	1	-4	6	0	-2	2	-3
CCC(C)(C(=O)NC1CCCCC1)N(Cc1ccco1)C(=O)CNC(=O)c1ccccc1 (configuration not stated)	-0.9	-8	7	1	9	-7	-2	-9	3	-14
CCC(=O)N(CCO)Cc1cc2ccc(C)c(C)c2[nH]c1=O	2.2	2	-3	0	6	-2	1	-1	8	3
COc1ccc(CNc2nc3nc4c(c(=O)n3[nH]2)CCC4)cc1	0.2	8	9	3	9	6	2	3	-1	4
Clc1ccc(CNCc2cccs2)cc1Cl	0.0	3	8	-2	6	-4	2	-1	-12	2
O=C(Cc1ccc(S(=O)(=O)N2CCOCC2)s1)NCCc1ccc(F)cc1	0.4	2	11	2	-14	15	-2	3	5	-9
COc1ccccc1CNC(=O)COC(=O)c1n[nH]c2ccccc12	0.3	-11	8	5	-2	5	1	6	0	-9
O=C(NCCC1CCCCN1S(=O)(=O)c1ccc(Cl)cc1)C(=O)NCc1ccco1 (configuration not stated)	2.5	-1	-5	0	1	-16	-3	-3	-5	-4
CC(C)(C)NS(=O)(=O)c1ccc(CCC(=O)Nc2cc(Cl)ccc2Oc2ccccc2)cc1	-2.3	-4	10	-6	-2	4	-3	4	-46	-59
Cn1c(=S)c2[nH]c(SCCN3CCCC3)nc2n(C)c1=O	2.2	5	0	2	-4	-9	-1	6	3	7
CC(C(=O)NCC1CCCO1)N(C(=O)c1snc(C(N)=O)c1N)c1cccc(F)c1 (configuration not stated)	1.6	-2	3	-14	-6	7	-5	-3	-8	6
O=C(CCC(=O)CCN1CCCCC1)CCN1CCCCC1	-0.9	-1	-2	-3	3	5	-1	0	4	-2
More entries
SMILES	PG9 Ab binder	GC-B act	ARFGAP1 inh	GC-A act	Rev-erbA mod	ASAP1 inh	SMARCA2 act	rCAG RNA binder	ABHD4 inh	HTRA1 inh
CCCN(CC(=O)Nc1ccccc1OC)Cc1c(O)ccc2ccccc12	-1.2	-3	0	-5	4	-1	-3	2	5	17
COc1ccc(N2C(=O)c3ccccc3NC2c2ccc(NC(C)=O)cc2)c(OC)c1 (configuration not stated)	-1.8	3	8	-2	0	5	-4	0	1	0
Cc1ccc(NC(=O)c2cc(-c3ccco3)on2)cc1C	1.7	0	-2	6	-1	-5	6	11	-22	-49
COc1ccc(Cn2c(C)c(C)c(C#N)c2NC(=O)Nc2ccccc2)cc1	-1.1	-12	15	-5	5	1	1	8	-19	-6
O=C(Nc1ccc([N+](=O)[O-])cc1)Nc1ccc(N2CCOCC2)c2nonc12	-1.6	14	-1	0	5	-5	4	1	0	2
Cc1ccc(S(=O)(=O)N2[C@@H](c3ccc(F)cc3)C(C(=O)O)=CC[C@H]2c2ccc3c(c2)OCO3)cc1	0.1	1	9	1	2	9	1	53*	12	-11
CC1CCCC(C)N1C(=O)c1ccc(CS(=O)(=O)c2ccccc2)cc1 (configuration not stated)	-3.2	1	-4	3	0	10	3	-6	-1	3
O=C(NCCc1csc(-c2ccccc2)n1)c1ccco1	-0.3	1	15	2	1	4	-5	-5	-2	-1
COc1cc(/C=N/NC(=O)c2ccoc2C)cc(OC)c1O	-4.5	1	6	-2	2	1	6	0	2	2
COc1cccc(CNC(=O)Cc2csc(Nc3nc(=S)[nH]c4ccccc34)n2)c1	1.5	5	10	-2	3	5	-3	10	-3	-8
CCN(CC1COc2ccccc2O1)C(=O)CN1C(=O)NC(C)(c2ccccc2)C1=O (configuration not stated)	-0.1	-1	0	1	-1	-8	-4	2	3	2
O=C(NCCC1=CCCCC1)C(=O)NCC1OCCCN1S(=O)(=O)c1cc(F)ccc1F (configuration not stated)	0.9	3	-9	-1	-6	-29	-1	-3	2	-5
COc1ccc(NC(=O)c2sc(=O)n(Cc3ccc(F)c(Cl)c3)c2C)cc1OC	0.1	-1	-16	0	7	13	-3	4	-5	nt
Cc1ccc(-c2nc3cc(Br)cnc3nc2-c2ccc(C)cc2)cc1	1.7	-4	-1	-3	26*	12	1	-2	-1	-4
N#Cc1cnn2c(C(F)(F)F)cc(-c3ccccc3)nc12	0.7	-1	-4	-2	-2	-9	2	1	-4	-1
O=c1cc(/N=C/c2coc3c(ccc4ccccc43)c2=O)[nH]c(=S)[nH]1	-1.8	-3	1	-4	-5	6	-3	11	4	-6
O=C(C1CCN(CCCc2ccccc2)CC1)N(CCc1ccccc1)Cc1ccccc1	-1.8	-7	-1	0	-10	1	1	-2	14	-9
CCC(=O)NC(=Nc1nc2ccccc2s1)NC(=O)CC	0.2	0	6	2	3	9	7.9*	1	0	3
CCOC(=O)C1=C(C)NC2=C(C(=O)CC(C)(C)C2)C1c1ccc(O)c(OCC)c1 (configuration not stated)	-0.8	-1	-1	-4	-1	-4	-4	-7	3	7
Cc1cccc(NC(=O)c2sccc2-n2cccc2)c1C	-1.9	2	9	-1	-2	-12	-1	-5	0	-9
CCOC(=O)C1C(c2cc(OC)c(OC)c(OC)c2)NC(=S)NC1(O)C(F)(F)F (configuration not stated)	1.3	6	-9	1	3	10	-2	-4	9	8
Brc1ccccc1-c1nnc(CSc2nnc3sc4ccccc4n23)o1	0.5	-13	13	-8	1	-1	-2	5	14	-6
Cc1cc(S(=O)(=O)Nc2ccc(C(=O)NCC3(N(C)C)CCCCC3)cc2)ccc1F	0.7	-3	-1	2	4	-2	1	-5	4	6
N#Cc1c(C(F)(F)F)cc(-c2cccs2)nc1N1CCCCC1	0.9	-4	-2	-3	-5	5	-4	0	-6	1
CC(=O)Nc1ccc(N2C(=O)CC(N3CCN(Cc4ccc5c(c4)OCO5)CC3)C2=O)cc1 (configuration not stated)	-2.4	-2	-2	1	-2	-12	2	-3	1	5
(list continues)
SMILES	PG9 Ab binder	GC-B act	ARFGAP1 inh	GC-A act	Rev-erbA mod	ASAP1 inh	SMARCA2 act	rCAG RNA binder	ABHD4 inh	HTRA1 inh
CN(C)c1ccc(NC(=O)c2sc(SCC(=O)Nc3ccc(Br)cc3)nc2N)cc1	-1.7	0	23	4	-2	2	-3	9	-7	1
Cc1ccc(OC(=O)CCC(=O)Nc2ccc(C)c(C)c2)cc1	1.1	-2	-7	3	-7	-7	-1	2	0	-1
Cc1ncc([N+](=O)[O-])n1Cc1ccc(F)cc1	-0.9	2	-8	0	-5	4	1	0	11	13
CCc1cccc(CC)c1N(COC)C(=O)Cn1cnc2ccccc21	-1.3	-6	1	-12	-1	2	2	-9	-2	nt
COc1ccccc1C1CC(=O)Oc2cc(C)c(Br)c(C)c21 (configuration not stated)	0.4	-8	4	-10	15	4	5	5	-8	-28
CCCCCSc1nc2c(c(=O)[nH]c(=O)n2C)n1CC	0.3	0	-10	5	2	-2	1	1	10	-2
CCCc1cc(N2CCN(c3ccccn3)CC2)n2nc(C)c(-c3ccccc3)c2n1	-0.6	-2	10	-1	-4	8	-4	2	-19	4
CCN(C(=O)COC(=O)c1ncc(Cl)c(Cl)c1Cl)c1c(N)n(Cc2ccccc2)c(=O)[nH]c1=O	1.4	-1	0	1	8	-12	-3	0	8	10
COc1ccc(OC)c2sc(NC(=O)C(C)C)nc12	-1.2	2	2	3	-1	-7	0	0	9	-1
N#CCC(=O)Nc1ccc(C(=O)Nc2ccc3c(c2)OCO3)cc1	0.1	-1	2	2	1	6	-2	22	-19	4
C=CCNC(=O)c1onc(CSc2cccc(C)c2)c1C(=O)O	-2.2	-1	-1	-2	-5	-3	1	10	-2	-10
CN(C)C(=O)[C@@H]1C[C@H]1[C@@H](NC(=O)OCc1ccccc1)c1ccccc1	0.5	6	-12	2	2	18	-1	-5	0	0
COc1ccc(C(=O)NCc2ccccc2CN2CCCC2)cc1S(=O)(=O)N1CCOCC1	0.4	4	-5	2	-1	6	-1	1	9	-2
Cc1ccccc1C(=O)N(C)Cc1ccccc1	-1.9	0	-1	3	-4	-8	-1	-6	5	-2
S=C(NCCC(c1ccccc1)c1ccccc1)Nc1ccccc1Cl	2.1	1	5	0	0	-1	-1	7	-76	-54

3 compounds picked at random from those above:
SMILES	PG9 Ab binder	GC-B act	ARFGAP1 inh	GC-A act	Rev-erbA mod	ASAP1 inh	SMARCA2 act	rCAG RNA binder	ABHD4 inh	HTRA1 inh
S=C(NCCC(c1ccccc1)c1ccccc1)Nc1ccccc1Cl	2.1	1	5	0	0	-1	-1	7	-76	-54
CCN(C(=O)COC(=O)c1ncc(Cl)c(Cl)c1Cl)c1c(N)n(Cc2ccccc2)c(=O)[nH]c1=O	1.4	-1	0	1	8	-12	-3	0	8	10
N#CCC(=O)Nc1ccc(C(=O)Nc2ccc3c(c2)OCO3)cc1	0.1	-1	2	2	1	6	-2	22	-19	4
